TDP-43 yeast inh: rescues yeast growth from TDP-43 toxicity; 410,000 tested, 1.8% active; Potency, µM (series often up to 46.1 µM), for the others: at the highest dose growth rescue (activation), actives largely listed as activators; TDP-43 expressing yeast growth rescue, BacTiter-Glo, 24 h; further: potency means the concentration at half of the fitted maximal effect; % of control where 0% means no effect; nearly all actives have a fitted effect of over 50% in size
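In this qHTS, compounds that restore growth of yeast expressing TDP-43 appear as activators. Cells (OD600=0.02, galactose medium, raffinose-pregrown) are incubated with compound 24 hr at 30 deg C and growth is quantified by BacTiter-Glo.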
PTHR1 ag: agonists of human PTHR1 parathyroid hormone receptor; Q03431; HEK293 GP2 PTHR1 cells, GloSensor cAMP luminescence, 1 h; 410,000 tested, 0.075% active; Potency, µM (highest dose often 115 µM), for the others: at the highest dose activation, usual class: activators; AID 743266; further: potency means the concentration at half of the fitted maximal effect; nearly all actives have a fitted effect of over 55% in size; some results filed as inactive show a strong effect at the top dose; inactives centre near -15; many of its hits are not listed in these tables
Target sequence (Q03431 whole entry, looked up): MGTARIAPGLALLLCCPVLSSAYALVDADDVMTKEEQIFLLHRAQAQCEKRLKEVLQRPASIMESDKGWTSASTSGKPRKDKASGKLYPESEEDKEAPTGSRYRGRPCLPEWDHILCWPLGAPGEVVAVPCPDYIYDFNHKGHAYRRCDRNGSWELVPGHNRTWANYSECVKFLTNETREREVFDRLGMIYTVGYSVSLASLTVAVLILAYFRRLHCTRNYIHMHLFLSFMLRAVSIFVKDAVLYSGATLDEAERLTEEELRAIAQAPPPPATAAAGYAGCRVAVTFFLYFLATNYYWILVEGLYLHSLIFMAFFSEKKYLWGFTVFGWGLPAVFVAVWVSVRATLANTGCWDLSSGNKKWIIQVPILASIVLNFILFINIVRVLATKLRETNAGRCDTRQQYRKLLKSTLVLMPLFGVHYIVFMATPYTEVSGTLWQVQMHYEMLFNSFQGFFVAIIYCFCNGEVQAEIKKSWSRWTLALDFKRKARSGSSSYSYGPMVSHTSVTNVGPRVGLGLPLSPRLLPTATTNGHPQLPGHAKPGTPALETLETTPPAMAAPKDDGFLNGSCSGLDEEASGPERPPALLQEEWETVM
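HEK-293-derived GP2 cells expressing PTHR1 and a GloSensor cAMP reporter, 3,000/well, plated overnight, given luciferin plus IBMX (each 0.5 mM as added) for 1 h at 37 °C, then compound for 1 h at 37 °C. Luminescence was read after 15 min at room temperature.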
FUS suppressor: rescues growth of FUS-expressing yeast; S. cerevisiae FUS-expressing, growth rescue, OD600, 24 h; 390,000 tested, 0.24% active; Potency, µM (highest dose often 76.6 µM), inactives show at the top dose growth rescue (activation), hits mostly activators;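 further: potency means the concentration at half of the fitted maximal effect; plate controls were DMSO vehicle for no effect and reference control for full effect; nearly all actives have a fitted effect of over 55% in size; some results filed as inactive show a strong effect at the top dose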
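Compound concentration series was pinned onto galactose-induced FUS-expressing yeast seeded at OD 0.005. Plates sat 24hr at 30C; absorbance at 600 nm gave growth. DMSO served as background control.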
DRD3 antagonist: blocks the human D3 dopamine receptor; P35462; D3R cells, DiscoveRx beta-arrestin luminescence, antagonist mode; stronger effect = lower value; max response, negative = inhibition, %; 360,000 tested, 2.5% active; AID 652054; in the data active means max response below about -50%; inconclusive means no clear call, values can overlap the other calls; further: on the % scale 0 is the no-effect control and ±100 the full control effect; mostly tested at two doses, the higher about 12 µM
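Cells expressing the human receptor were seeded at 1500 cells/well, incubated overnight at 37 degrees C in 5% CO2, then exposed to library compounds with dopamine controls for 90 minutes at 37 degrees C before luminescent detection.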
GLP-1R agonist: agonists of human GLP-1 receptor. P43220. HEK293 GLP-1R CRE-luciferase, luminescence, 4-6 h; cells express a hypersensitive GLP-1R form. 380,000 tested, 0.007% active. Potency, µM (titrated, usually from 45.6 µM), for inactives: top-dose activation, most hits filed as activators; further: potency means the concentration at half of the fitted maximal effect; % of control where 0% means no effect
Target sequence (P43220 whole entry, looked up): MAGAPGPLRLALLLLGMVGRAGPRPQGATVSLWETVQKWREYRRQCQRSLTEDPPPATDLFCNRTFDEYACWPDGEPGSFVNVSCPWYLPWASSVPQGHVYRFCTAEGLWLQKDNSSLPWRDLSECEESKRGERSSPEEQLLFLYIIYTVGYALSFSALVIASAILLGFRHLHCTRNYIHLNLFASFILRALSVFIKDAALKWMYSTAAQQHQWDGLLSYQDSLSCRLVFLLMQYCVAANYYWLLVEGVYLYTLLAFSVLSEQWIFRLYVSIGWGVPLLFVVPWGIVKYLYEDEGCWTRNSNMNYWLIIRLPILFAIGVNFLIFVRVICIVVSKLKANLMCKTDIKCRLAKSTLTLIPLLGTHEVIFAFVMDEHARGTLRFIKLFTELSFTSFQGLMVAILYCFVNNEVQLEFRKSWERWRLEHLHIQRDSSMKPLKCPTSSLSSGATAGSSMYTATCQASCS
aSyn yeast inh: inhibitors of alpha-synuclein toxicity in yeast | Potency, µM (doses to about 46.1 µM), for inactives: at the top dose growth rescue (activation), actives largely listed as activators | Yeast expressing alpha-synuclein, growth rescue, BacTiter-Glo, 24 h | AID 652106 | 370,000 tested, 0.14% active; further: potency means the concentration at half of the fitted maximal effect; % of control where 0% means no effect; nearly all actives have a fitted effect of over 65% in size
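Rescue of yeast growth: cells expressing toxic alpha-synuclein, induced in galactose at OD600 0.02, incubated with compound 24 h at 30 C. ATP luminescence quantified growth; inhibitors of toxicity appear as activators.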
Abeta yeast res: compounds reversing amyloid beta toxicity in yeast; yeast expressing A-beta42, growth rescue, OD600, 48 h; response scale: 0% DMSO, 100% iron-clioquinol control; Potency, µM (highest dose often 46.1 µM), for inactives: top-dose growth rescue, actives largely listed as activators; 410,000 tested, 0.063% active; AID 1347071; further: potency means the concentration at half of the fitted maximal effect; nearly all actives have a fitted effect of over 55% in size
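Yeast A-beta toxicity model in growth medium with pinned compounds, 48 h at 30 C; growth read as absorbance at 600 nm. Normalized to FeCl3/clioquinol equimolar mix (positive) and DMSO (negative).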
GLP-1R inv ag: GLP-1 receptor (human) inverse agonism; HEK293 GLP-1R CRE-luciferase, luminescence, 24 h; GLP-1R form is constitutively active; Potency, µM (series often up to 38.3 µM), without a hit: at the highest dose activity change, negative = inhibition, usual class: inhibitors; AID 624417; P43220; 410,000 tested, 1.6% active; further: potency means the concentration at half of the fitted maximal effect; on the % scale 0 is the no-effect control and ±100 the full control effect; nearly all actives have a fitted effect of over 55% in size
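Constitutively active GLP-1R drives a cAMP-responsive luciferase in stably transfected HEK293 cells; test compounds are added after overnight (12 h) attachment and left 24 hr, and signal loss in luminescence marks inhibition.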
pAkt inh: blocks phosphorylation of Akt | 360,000 tested, 0.32% active | Neuro2A IGF-stimulated pAkt S473 HTRF, 20 min; stronger effect = lower value | activity change, % for hits at 50 µM; in the data active means activity change below about -80%; inconclusive means mostly about -51% to -80%; further: on the % scale 0 is the no-effect control and ±100 the full control effect
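Neuro2A cells in DMEM with 0.5% FBS, overnight at 37 deg C, given compound at single 50 µM final, then IGF (6 nM final) for 20 min at 37 deg C. Lysed; phospho-Akt Ser473 by HTRF after 24 h, 665/615 ratio.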
Numbers without * were called inactive; i = inactive; ? = inconclusive; · = no result given; [ ] = remark or other dose. Unless noted, the call rests on the fitted dose curve; in most records, active means well fitted curve in the direction sought with a large enough effect; inconclusive means small, poorly fitted or top-dose-only effect, or another doubt; inactive means no such curve, though single readings can be large; an effect the other way counts as inactive or inconclusive.

SMILES | TDP-43 yeast inh | PTHR1 ag | FUS suppressor | DRD3 antagonist | GLP-1R agonist | aSyn yeast inh | Abeta yeast res | GLP-1R inv ag | pAkt inh
C[C@H](CO)N1C[C@H](C)[C@@H](CN(C)Cc2ccc(C(=O)O)cc2)Oc2ncc(Br)cc2C1=O | 0% | -22% | -25% | 4 | -2% | 0% | 6% | 11% | i
Cc1oc(-c2ccc(Cl)cc2)nc1CN1CCC(C(=O)NCc2cccnc2)CC1 | -24% | -14% | 32% | 18 | -2% | -1% | -2% | -2% | i
N#Cc1c(-c2ccccc2)[nH]c(=O)[nH]c1=O | -28% | i | 4% | 0 | 7% | 4% | 2% | 21% | i
CC(=O)c1cccc(NC(=S)NC(=O)c2ccc(C)cc2Cl)c1 | 19% | i | -25% | 21 | 24% | 6% | -13% | 14% | i
CCN(CC)C(=O)C1=C(C)N(Cc2ccc(OC)cc2)C(=O)C(CC(=O)NCCCN(C)C)C1 (stereo not given) | 16% | 2% | -8% | 2 | 0% | 1% | 5% | 38%[activator] | i
Cc1cc2ccccc2n1CCNC(=O)c1cc(C(F)(F)F)cc(C(F)(F)F)c1 | -18% | 8% | 4% | · | 1% | · | -19% | 5% | ·
O=Cc1ccc(Oc2cc(-c3ccccc3)nc(-c3ccccc3)n2)cc1 | -7% | i | 19% | -21 | -3% | 9% | 4% | -5% | i
Cc1cccc(-n2ncc3c2CCCC3NC(=O)C2CCOCC2)c1C (stereo not given) | 8% | -30% | 13% | -8 | -10% | 0% | 10% | 1% | i
Cc1nn2c(C)nc3sc4c(c3c2nc1=O)CC(C)(C)OC4 | -15% | i | 16% | 10 | -1% | -4% | -15% | 57%[activator] | i
NS(=O)(=O)c1cccc(NC(=O)CSc2nc3ccc(Cl)cc3[nH]2)c1 | 23% | -31%[inhibitor] | 10% | ? | 5% | 0% | -17% | 21%[0.307 µM] | i
O=C(Nc1cccc(F)c1)OC(CN1CCCCC1)C(F)(F)F (stereo not given) | -1% | i | -13% | -7 | -1% | 5% | 29% | ? | i
CC(c1ccccc1)n1c(Cn2ncc3ccccc3c2=O)n[nH]c1=S (stereo not given) | 1% | -24% | 4% | -11 | 5% | 3% | -5% | 13% | i
CCN(CC)c1ccc(C(=O)Nn2cnc3ccccc3c2=O)cc1 | 11% | i | 14% | 33 | 14% | 0% | -12% | ? | i
CCN(C(=O)c1ccc(NC(C)=O)cc1)c1ccccc1 | -11% | -13%[57.5 µM] | 9% | -11 | 9% | 3% | 11% | 0% | i
O=C(NCc1ccccn1)C(=O)NCC(c1ccco1)N1CCOCC1 (stereo not given) | -5% | i | -6% | 4 | -3% | 0% | 4% | 0% | i

Fetched by structure from the list above (5):
SMILES | TDP-43 yeast inh | PTHR1 ag | FUS suppressor | DRD3 antagonist | GLP-1R agonist | aSyn yeast inh | Abeta yeast res | GLP-1R inv ag | pAkt inh
O=Cc1ccc(Oc2cc(-c3ccccc3)nc(-c3ccccc3)n2)cc1 | -7% | i | 19% | -21 | -3% | 9% | 4% | -5% | i
CCN(CC)c1ccc(C(=O)Nn2cnc3ccccc3c2=O)cc1 | 11% | i | 14% | 33 | 14% | 0% | -12% | ? | i
Cc1cc2ccccc2n1CCNC(=O)c1cc(C(F)(F)F)cc(C(F)(F)F)c1 | -18% | 8% | 4% | · | 1% | · | -19% | 5% | ·
NS(=O)(=O)c1cccc(NC(=O)CSc2nc3ccc(Cl)cc3[nH]2)c1 | 23% | -31%[inhibitor] | 10% | ? | 5% | 0% | -17% | 21%[0.307 µM] | i
CC(c1ccccc1)n1c(Cn2ncc3ccccc3c2=O)n[nH]c1=S (stereo not given) | 1% | -24% | 4% | -11 | 5% | 3% | -5% | 13% | i

The list goes on.
SMILES | TDP-43 yeast inh | PTHR1 ag | FUS suppressor | DRD3 antagonist | GLP-1R agonist | aSyn yeast inh | Abeta yeast res | GLP-1R inv ag | pAkt inh
CC(C)Cn1c(N)c(C(=O)COC(=O)c2nccnc2N)c(=O)n(C)c1=O | 10% | -2% | -8% | -9 | -1% | 1% | -6% | 4% | i
O=C(c1cc(Cl)nc2ccccc12)N1CCN(S(=O)(=O)c2cccc(C(F)(F)F)c2)CC1 | -18% | -12% | -1% | -5 | 8% | 7% | 7% | 11µM* | i
CCCC(C(=O)Nc1ccncc1)c1ccccc1 (stereo not given) | -14% | 13% | 9% | 24 | -5% | 3% | 2% | -17% | i
O=c1ccn(-c2cccc(C(F)(F)F)c2)nc1-c1ccn(-c2cccc(Cl)c2)n1 | 10% | i | 22% | 24 | 19% | 8% | -2% | -4% | i
CCC(=O)N1CCN(c2ccc(NC(=O)c3ccc([N+](=O)[O-])o3)cc2Cl)CC1 | -92%[inhibitor] | -19% | 35% | ? | 17% | -69%[inhibitor] | -95%[inhibitor] | 89%[activator] | i
CC(C)=CCN1CCN(Cc2cn[nH]c2C2CCCCC2)CC1CCO (stereo not given) | 5%[9.22 µM] | i | -1% | -19 | 5% | 0% | -1% | -1%[7.66 µM] | i
CNc1cnc(-c2cc(OC)c(OC)c(OC)c2)cn1 | 18% | 13% | -26% | 1 | 11% | -7% | -5% | 5% | ·
CCOC(=O)c1cnc2c(c(C)nn2CC)c1NC1CC1 | 30%[9.22 µM] | -11% | 22% | 10 | ? | 6% | 1% | 128%[activator] | i
C/C(=N\O)C(=O)Nc1ccccc1 | 22% | i | -5% | 2 | 4% | 4% | -4% | 2% | i
O=C(COC(=O)c1cc(S(=O)(=O)N2CCCC2)ccc1O)Nc1ccc(SC(F)F)cc1 | 14% | -32%[inhibitor] | 36% | 14 | 0% | 4%[1.84 µM] | 6% | -11% | i
CCOC(=O)CC1=NS(=O)(=O)c2ccccc2N1 | -15% | i | 18% | 3 | 2% | -5% | -3% | -6% | -106%*
C[C@H]1COC(=O)[C@H](CC(=O)OC(C)(C)C)C/C=C\C[C@H](CC(=O)N(CCO)Cc2ccccc2)C(=O)N1 | 20% | i | 7% | 32 | -3% | -6% | -3% | -2% | i
O=C(CCCCCN1C(=O)c2cccc([N+](=O)[O-])c2C1=O)NCCc1ccccc1 | 14% | ? | -6% | ? | -3% | -1% | 3% | -1% | i
CC(C)(C)C(=O)CN1C(=O)C2(OCCO2)c2ccccc21 | 10% | -3% | -2% | -2 | 7% | -1% | 7% | 11% | i
CCC(=O)N1CCc2cc(S(=O)(=O)CCC(=O)NCCC3=CCCCC3)ccc21 | -5% | -31%[inhibitor] | 18% | 15 | 1% | -3% | 16% | 20% | i
CCOc1ccc(CNS(=O)(=O)c2cc(-c3cc(C)no3)ccc2OC)cc1OC | -4% | -18% | -10% | 11 | 7% | 2% | -1% | 14% | i
O=C(NCC(c1cccs1)N1CCOCC1)c1cn(-c2ccccc2)nc1-c1ccccc1 (stereo not given) | 1% | i | · | 1 | 3% | 10% | 5% | 10µM* | i
CCc1ccc(NC(=O)C2(c3cccs3)CCOCC2)cc1 | 9% | -9% | 3% | · | · | · | -6% | -17% | ·
CCOC(=O)[C@H]1[C@H]2COc3ccc(Cl)cc3[C@H]2N2C(=O)CNC(=O)[C@@]12C | 13% | -19% | 2% | -15 | 2% | -7% | 0% | 0% | i
CN(C(=O)c1ccccn1)c1nnc(-c2ccccn2)s1 | 0% | -35%[inhibitor] | -1% | 6 | -2% | 1% | -2% | 11% | i
O=C1OCC=C1NNC(=O)c1cccnc1 | -1% | -3% | -3% | 4 | -2% | -1% | 1% | 19% | i
COc1cc(C)cc(CN2CCC(Cc3ccccc3)CC2)c1O | -5% | -4% | 5% | -2 | 12% | -5% | -10% | ? | i
CCOc1ccccc1N(CC(=O)N1CCCC1)S(C)(=O)=O | 4% | -22% | 5% | -4 | 1% | -2% | 1% | 10% | i
C/C(N)=C(/C#N)C(=O)COC(=O)c1cc(-c2cccc(Br)c2)nc2ccccc12 | -18% | i | 36% | 15 | 6% | -23% | 17% | 10% | i
Cc1nc2ccccc2c2oc(C(=O)N3CCC(N4CCCCC4)CC3)cc12 | 0% | i | -1% | 7 | -5% | 2% | -4% | 12% | i
CCN1CCN(C(c2cccs2)C(C)NC(=O)c2cccc(OC)c2OC)CC1 (stereo not given) | -11% | i | 16% | ? | 0% | -2% | -7% | 6% | i
Cc1nn(-c2ccccc2)c2nc(N)c(C#N)c(-c3ccc(O)c(O)c3)c12 | -2% | 2% | 12% | 32 | -3% | -2% | -1% | ? | i
COc1ccccc1CNC(=O)CC(C)c1ccccc1 (stereo not given) | 20% | i | 9% | -1 | 13% | 6% | 14% | -21% | i
Cc1cc(Br)cn2c(Cc3ccsc3)c(-c3cccc(Cl)c3)nc12 | 20% | -20% | 5% | 20 | 7% | 1% | -5% | ? | i

Shown with values under each structure: part of the list above.
Sequence of screens – TDP-43 yeast inh, PTHR1 ag, FUS suppressor, DRD3 antagonist, GLP-1R agonist, aSyn yeast inh, Abeta yeast res, GLP-1R inv ag, pAkt inh
- CCOc1ccc(CNS(=O)(=O)c2cc(-c3cc(C)no3)ccc2OC)cc1OC
  -4%, -18%, -10%, 11, 7%, 2%, -1%, 14%, i
- O=C(NCC(c1cccs1)N1CCOCC1)c1cn(-c2ccccc2)nc1-c1ccccc1 (stereo not given)
  1%, i, ·, 1, 3%, 10%, 5%, 10µM*, i

Some of the compounds tested. The share of hits here may be higher or lower than overall.
